# aSyn yeast inh = rescues yeast growth from alpha-synuclein toxicity; Yeast expressing alpha-synuclein, growth rescue, BacTiter-Glo, 24 h; Potency, µM (titrated, usually from 46.1 µM), inactives show top-dose growth rescue (activation), usual class: activators; 370,000 tested, 0.14% active; further: potency means the concentration at half of the fitted maximal effect; % of control where 0% means no effect; nearly all actives have a fitted effect of over 65% in size
#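 Galactose-induced alpha-syn yeast (OD600=0.02, raffinose-pregrown) + pinned cpd, 24 hr, 30 deg C; growth by BacTiter-Glo luminescence. Growth restoration scores as activation.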
# GLP-1R inv ag = GLP-1 receptor (human) inverse agonism | P43220 | HEK293 GLP-1R CRE-luciferase, luminescence, 24 h; GLP-1R form is constitutively active | Potency, µM (series often up to 38.3 µM), without a hit: at the top dose activity change, negative = inhibition, hits mostly inhibitors | 410,000 tested, 1.6% active; further: potency means the concentration at half of the fitted maximal effect; on the % scale 0 is the no-effect control and ±100 the full control effect; nearly all actives have a fitted effect of over 55% in size
# Target sequence (P43220 whole entry, looked up): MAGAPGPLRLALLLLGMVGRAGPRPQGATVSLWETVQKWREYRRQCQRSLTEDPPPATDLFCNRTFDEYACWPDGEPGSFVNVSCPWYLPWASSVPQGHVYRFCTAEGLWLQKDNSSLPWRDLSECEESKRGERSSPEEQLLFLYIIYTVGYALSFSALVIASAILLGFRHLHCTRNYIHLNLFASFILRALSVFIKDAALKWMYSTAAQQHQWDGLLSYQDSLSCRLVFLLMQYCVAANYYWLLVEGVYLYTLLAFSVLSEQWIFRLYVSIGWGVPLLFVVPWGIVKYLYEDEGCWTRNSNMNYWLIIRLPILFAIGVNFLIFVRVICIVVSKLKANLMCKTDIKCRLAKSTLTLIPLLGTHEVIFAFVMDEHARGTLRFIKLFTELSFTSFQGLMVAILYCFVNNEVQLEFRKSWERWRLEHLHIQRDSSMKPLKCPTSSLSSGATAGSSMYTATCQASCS
#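 Stable HEK293 clone (constitutively active GLP-1R + cAMP-response luciferase); 200 cells/uL plated, 12 h pre-culture, compound 24 hr, 37 deg C/5% CO2; detection reagent 12 min RT; luminescence.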
# FUS suppressor = rescues growth of FUS-expressing yeast; S. cerevisiae FUS-expressing, growth rescue, OD600, 24 h; Potency, µM (doses to about 76.6 µM), without a hit: top-dose growth rescue (activation), hits mostly activators; 390,000 tested, 0.24% active; AID 1347120;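 further: potency means the concentration at half of the fitted maximal effect; plate controls were DMSO vehicle for no effect and reference control for full effect; nearly all actives have a fitted effect of over 55% in size; some results filed as inactive show a strong effect at the top dose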
#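 Yeast FUS proteinopathy model; galactose-induced FUS (2%), starting OD 0.005. Cpds in dilution series, 24hr, 30C, 99% humidity. Abs 600 nm growth. Pos ctrl CP55940 (top 92uM final); neg ctrl DMSO.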
# GLP-1R agonist = GLP-1 receptor (human) agonism. AID 624172. P43220. HEK293 GLP-1R CRE-luciferase, luminescence, 4-6 h; cells express a hypersensitive GLP-1R form. 380,000 tested, 0.007% active. Potency, µM (doses to about 45.6 µM), for the others: at the top dose activation, usual class: activators; further: potency means the concentration at half of the fitted maximal effect; % of control where 0% means no effect
# TDP43 rescue = rescues yeast growth from TDP-43 toxicity; AID 652104; TDP-43 expressing yeast growth rescue, BacTiter-Glo, 24 h; Potency, µM (series often up to 46.1 µM), inactives show top-dose growth rescue (activation), hits mostly activators; 410,000 tested, 1.8% active; further: potency means the concentration at half of the fitted maximal effect; % of control where 0% means no effect; nearly all actives have a fitted effect of over 50% in size
#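 Readout is BacTiter-Glo luminescence of cell growth, so inhibitors register as activators. TDP-43-expressing yeast at OD600=0.02 in galactose medium, after raffinose pregrowth to mid-log, were incubated with compound for 24 hr at 30 deg C.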
# PTHR1 ag = activates the human parathyroid hormone receptor PTHR1. HEK293 GP2 PTHR1 cells, GloSensor cAMP luminescence, 1 h. Potency, µM (titrated, usually from 115 µM), for inactives: at the highest dose activation, most hits filed as activators. 410,000 tested, 0.075% active. AID 743266; further: potency means the concentration at half of the fitted maximal effect; nearly all actives have a fitted effect of over 55% in size; some results filed as inactive show a strong effect at the top dose; inactives centre near -15; many of its hits are not listed in these tables
#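 HEK-293-derived GP2 cells expressing PTHR1 and a GloSensor cAMP reporter, 3,000/well, plated overnight, given luciferin plus IBMX (each 0.5 mM as added) for 1 h at 37 °C, then compound for 1 h at 37 °C. Luminescence was read after 15 min at room temperature.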
# Akt phos inh = inhibitors of Akt phosphorylation. activity change, % for hits at 50 µM. 360,000 tested, 0.32% active. Neuro2A IGF-stimulated pAkt S473 HTRF, 20 min; stronger effect = lower value; in the data active means activity change below about -80%; inconclusive means mostly about -51% to -80%; further: on the % scale 0 is the no-effect control and ±100 the full control effect
#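 Neuro2A cells (4,500/well, DMEM with 0.5% FBS) were treated with compound at a single 50 µM final concentration, stimulated with 6 nM IGF for 20 min at 37 °C, and lysed. Phospho-Akt Ser473 was read by HTRF as 665/615 ratio ×10^4.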
# D3 antag = antagonists of human D3 dopamine receptor; D3R cells, DiscoveRx beta-arrestin luminescence, antagonist mode; stronger effect = lower value; P35462; max response, negative = inhibition, %; 360,000 tested, 2.5% active; AID 652054; in the data active means max response below about -50%; inconclusive means no clear call, values can overlap the other calls; further: on the % scale 0 is the no-effect control and ±100 the full control effect; mostly tested at two doses, the higher about 12 µM
# Target sequence (P35462 whole entry, looked up): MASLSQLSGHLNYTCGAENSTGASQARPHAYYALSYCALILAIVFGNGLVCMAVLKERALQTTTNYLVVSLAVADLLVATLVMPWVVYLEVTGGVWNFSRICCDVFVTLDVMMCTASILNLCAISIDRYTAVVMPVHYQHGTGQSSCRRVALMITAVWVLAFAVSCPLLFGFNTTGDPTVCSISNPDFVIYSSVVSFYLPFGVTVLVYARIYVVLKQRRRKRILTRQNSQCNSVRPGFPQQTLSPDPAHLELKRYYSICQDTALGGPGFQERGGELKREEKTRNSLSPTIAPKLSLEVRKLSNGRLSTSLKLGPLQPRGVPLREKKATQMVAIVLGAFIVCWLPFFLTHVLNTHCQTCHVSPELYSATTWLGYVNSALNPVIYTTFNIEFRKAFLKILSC
#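 Cells plated overnight at 1500 cells/well, then exposed to library compounds with dopamine controls for 90 minutes at 37 degrees C. DiscoveRx reagent added for 30–60 minutes at room temperature; luminescence read, quantitative HTS format.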
# Abeta yeast res = A-beta toxicity reversal in yeast | AID 1347071 | Potency, µM (highest dose often 46.1 µM), inactives show at the highest dose growth rescue, most hits filed as activators | 410,000 tested, 0.063% active | yeast expressing A-beta42, growth rescue, OD600, 48 h; response scale: 0% DMSO, 100% iron-clioquinol control; further: potency means the concentration at half of the fitted maximal effect; nearly all actives have a fitted effect of over 55% in size
#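 Growth rescue measured by 600 nm absorbance after 48 h yeast culture at 30 C with compound. Values normalized between DMSO and an equimolar ferric chloride plus clioquinol control.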
# Starred values were filed as active, the others as inactive; i = inactive; ? = inconclusive; . = not tested or not shown; [ ] = remark or other dose. Unless noted, the call rests on the fitted dose curve; in most records, active means well fitted curve in the direction sought with a large enough effect; inconclusive means small, poorly fitted or top-dose-only effect, or another doubt; inactive means no such curve, though single readings can be large; an effect the other way counts as inactive or inconclusive. An excerpt, so the mix of outcomes need not match the whole.
1: O=C(NCc1ccc2c(c1)OCO2)c1ccc2c(c1)C(=O)N(CC1CCCO1)C2=O (stereo not given)
2: CC1CCCN(C(=S)SCC(=O)c2cc(Br)cc(Br)c2O)C1 (stereo not given)
3: CCCN1CCN(CCCNC(=O)c2cc3c(=O)n(CC)c4ccccc4c3s2)CC1
4: N#C/C(=C\Nc1ccc(Cl)cc1)S(=O)(=O)c1ccccn1
5: Cc1ccc(/C=C(\C#N)C(=O)N2CCCC2)c(C)c1
6: O=C(NC1CCCC1)C(c1cccs1)N(C(=O)c1ccco1)c1ccc2c(c1)OCCO2 (stereo not given)
7: CN(C)S(=O)(=O)c1cccc(NC(=O)c2cccc(S(=O)(=O)N3CCCCCC3)c2)c1
8: CCCC(NS(=O)(=O)c1ccc(OC)cc1)C(=O)O (stereo not given)

assay / entry,1,2,3,4,5,6,7,8
aSyn yeast inh,8%,8%,.,-3%,0%,2%,-10%,-2%
GLP-1R inv ag,18%,3%,-27%,4%,14%,?,?,1%
FUS suppressor,-8%,19%,0%,-6%,9%,21%,21%,6%
GLP-1R agonist,-8%,2%,1%,0%,-2%,-12%,8%,-9%
TDP43 rescue,-6%,-24%,-2%,?,-3%[0.397 µM],0%,5%,0%
PTHR1 ag,6%[57.5 µM],-9%,20%,-11%,-26%,-21%[57.5 µM],-6%,?
Akt phos inh,i,i,.,i,i,i,i,i
D3 antag,-7,1,.,15,-6,?,0,-5
Abeta yeast res,0%,-2%,-24%,9%,-22%,18%,2%,6%

9: O=C(CN1c2cccc3cccc(c23)S1(=O)=O)NCc1ccc(Cl)cc1
10: CCC(C)[C@H](NC(=O)[C@@H]1CSC2c3ccccc3C(=O)N21)C(=O)NC1CCCC1 (stereo not given in full)
11: O=S(=O)(c1cccc(S(=O)(=O)N2CCCC2)c1)c1cccc(S(=O)(=O)N2CCCC2)c1
12: COc1ccc(N=c2ssnc2Cl)cc1
13: Cn1c(=O)n(C)c2cc(N3CCCC3)c(NC(=O)Nc3ccccc3)cc21
14: CCOc1ccccc1C(=O)NC1CC2CCCC(C1)N2C1CC1 (stereo not given)
15: CCc1[nH]nc2c1C(c1ccc(Br)s1)C(C#N)=C(N)O2 (stereo not given)
16: Cc1cn2c(=O)cc(COc3ccccc3NC(=O)c3ccccc3C)nc2s1

assay / entry,9,10,11,12,13,14,15,16
aSyn yeast inh,?,1%,1%,-21%,.,-2%,5%,.
GLP-1R inv ag,?,-8%,0%,10%,7%,-26%,?,11%
FUS suppressor,26%,18%,19%,-15%,1%,9%,23%,-35%
GLP-1R agonist,2%,0%,-12%,-1%,10%,-5%,-18%,-1%
TDP43 rescue,-10%,9%,-22%,-9%,6%,5%,-23%,13%
PTHR1 ag,i,-23%,1%[57.5 µM],i,-49%,i,-14%,-7%
Akt phos inh,i,i,.,i,.,i,i,.
D3 antag,8,6,20,-55*,.,-24,-56*,.
Abeta yeast res,-1%,1%,19%,-19%,-2%,6%,19%,-6%

17: COc1ccc(CCC(=O)OCC(=O)NCc2ccccc2)cc1
18: COc1ccc(C)cc1-n1nnnc1SCC1CCCO1 (stereo not given)
19: Cc1ccc([C@@H]2CC(=O)[C@@H]3CN(S(=O)(=O)c4ccc(C)cc4)[C@H](c4ccccc4F)C[C@@H]3N2S(=O)(=O)c2ccc(Cl)cc2)cc1
20: CN(Cc1ccccc1)C(=O)c1cccc(NC(=O)c2nsc3ccccc23)c1
21: CC(C)(CC(=O)OCC(=O)Nc1ccc(F)c(Cl)c1)CC1=NS(=O)(=O)c2ccccc2N1
22: O=C(CN1C(=O)CCSc2ccccc21)Nc1ccccc1F
23: COc1c(O)cc2oc(-c3ccc(O)cc3)cc(=O)c2c1O
24: COc1cc2c(cc1OC)C(C(=O)Nc1ccc3c(c1)OCCO3)C(c1cccnc1)N(C)C2=O (stereo not given)

assay / entry,17,18,19,20,21,22,23,24
aSyn yeast inh,0%,1%,-4%,.,.,11%,-7%,0%
GLP-1R inv ag,1%,6%,-28%,?,?,17%,18%,63%[activator]
FUS suppressor,.,-18%,7%,?,25%,17%,19%,6%
GLP-1R agonist,0%,0%,-2%,.,1%,3%,0%,2%
TDP43 rescue,0%,17%,22%,18%,15%,9%,-5%,-2%
PTHR1 ag,i,i,-7%,-26%,-12%,i,-43%[inhibitor],i
Akt phos inh,i,i,i,.,.,.,i,i
D3 antag,20,-4,5,.,.,.,0,-22
Abeta yeast res,0%,3%,-2%,-10%,-2%,8%,-2%,2%

25: COc1ccc(/C=C/C(=O)N(CC(C)C)C2CCS(=O)(=O)C2)cc1 (stereo not given)
26: Cc1cccc(NC2=NC(=S)N(CC#N)C23CCCCC3)c1
27: OCCNc1nc2ccccc2n1-c1ccccc1
28: CC(=O)C1=C(C)N2CCN=C2S1
29: C/C(=N\Nc1ccccc1[N+](=O)[O-])c1ccccc1O
30: COc1cccc(CN2CCN(Cc3nc(-c4cccc(F)c4F)oc3C)CC2=O)c1
31: O=C(c1ccc(Br)o1)N1CCC(c2nc3ccccc3[nH]2)CC1
32: COc1ccc(NC(=O)c2ccccc2NC(=O)CN2CCCCCC2)cc1

assay / entry,25,26,27,28,29,30,31,32
aSyn yeast inh,1%,-1%,1%,0%,0%,-7%,-5%,1%
GLP-1R inv ag,-6%,?,5%,10%,15%,-12%,7%,-21%
FUS suppressor,4%,9%,8%,4%,-13%,18%,24%,-9%
GLP-1R agonist,12%,2%,-11%,18%,-5%,10%,-1%,14%
TDP43 rescue,-2%,2%,4%,-9%,9%,-7%,-22%,21%
PTHR1 ag,i,-11%,i,i,-18%,-8%,-21%,-32%
Akt phos inh,i,i,i,i,i,i,i,i
D3 antag,3,4,11,-16,1,2,-13,3
Abeta yeast res,-9%,13%,2%,1%,-1%,0%,1%,22%

33: OC(COc1ccc(CNCCc2ccccc2F)cc1)CN1CCCCC1 (stereo not given)
34: COc1cc(Cl)c(S(=O)(=O)n2cnc(C)c2)cc1Cl
35: CCOCC(=O)Nc1cc(OC)c(Cl)cc1OC
36: COc1ccc(/C=N/n2c(=S)n(C)c3ccccc32)cc1OC
37: COc1cc(OC)cc(C(=O)NCC(C)NC(=O)c2cc(OC)cc(OC)c2)c1 (stereo not given)
38: CCCCCSc1nc2c(cnn2-c2ccccc2)c(=O)[nH]1
39: O=C(CN1C(=O)NC2(CCCC2)C1=O)Nc1ccc(OC(F)(F)F)cc1
40: CCCc1nc2sc3c(=O)n(N)cnc3c2c2c1CCCC2

assay / entry,33,34,35,36,37,38,39,40
aSyn yeast inh,-8%,0%,-3%,2%,9%,-1%,4%,4%
GLP-1R inv ag,5µM*,16%,18%,0%,-6%,16%,?,22%
FUS suppressor,-2%,-1%,16%,14%,16%,4%,-12%,-9%
GLP-1R agonist,-3%,-3%,3%,?,16%,3%,3%,5%
TDP43 rescue,-13%,-31%[inhibitor],1%,-21%,-27%,-4%,13%,9%
PTHR1 ag,-10%,i,i,i,i,i,-47%[inhibitor],i
Akt phos inh,i,i,i,i,i,i,i,i
D3 antag,-23,-16,-8,47,0,5,-3,-6
Abeta yeast res,-14%,-9%,-8%,-7%,-7%,11%,3%,-14%

41: CCOC(=O)C1CCN(C(=O)c2cccnc2Oc2ccccc2)CC1
42: O=C(CSc1nc(-c2ccc(F)cc2)cs1)N1CCc2ccccc21
43: O=C(O)c1ccc(OS(=O)(=O)c2cccc(C(F)(F)F)c2)cc1
44: COc1cc(C=O)ccc1OCc1c(C)noc1C
45: CCCS(=O)(=O)N1CCN(C(=O)c2ccco2)CC1
46: COc1cc(NC(=O)c2ccc(-c3nc(CSc4ccccc4)c(C)o3)cc2)cc(OC)c1
47: CN(CC(=O)NCCc1ccc(Cl)cc1)S(=O)(=O)c1ccc2c(c1)c(=O)n(C)c(=O)n2C
48: Cc1occc1C(=O)N/N=C/C=C/c1ccc(N(C)C)cc1
49: CC1=NN(c2ccc(C)cc2C)C(=O)C1C(c1ccccc1O)C1C(=O)N(c2ccc(C)cc2C)N=C1C (stereo not given)

assay / entry,41,42,43,44,45,46,47,48,49
aSyn yeast inh,-1%,5%,16%,9%,-3%,.,2%,-8%,2%
GLP-1R inv ag,69%[activator],-4%,-16%,0%,0%,?,4%,-26%,-2%
FUS suppressor,15%,-2%,-17%,-14%,26%,?,13%,18%,34%
GLP-1R agonist,11%,1%,-4%,-5%,-7%,.,-4%,-1%,-8%
TDP43 rescue,-14%,-12%,?,15%,3%,-7%,8%,4%,0%
PTHR1 ag,i,-4%[57.5 µM],-3%,i,i,-33%,i,i,i
Akt phos inh,i,i,i,i,i,.,i,i,i
D3 antag,-8,10,0,-7,12,.,-5,-7,-26
Abeta yeast res,2%,-4%,-3%,-2%,-8%,-13%,-6%,-5%,21%

# Screening results (PubChem)
